# Ecoli viability – E. coli V3065 growth inhibition, primary screen, counter-screen for AddAB inhibitor project, absorbance, OD600 | 18 h | inhibition, % at 11.9 µM | actives 0.27% (n = 330,000) | AID 449728, 2010;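 active = inhibition above the campaign's mean inhibition across all tested compounds plus 3 SD, cut at about 9.9% in these data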;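 also: uninfected addAB+ strain grown without phage in ampicillin broth; 0% = DMSO wells and 100% = ciprofloxacin 0.95 µg/ml wells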
# PKA-R1A activ – activators of PKA-R1A holoenzyme, primary screen, biochemical, fluorescence polarization, Cy5-IP20, bovine R1A, mouse PKAc; PKA-R1A dissociation; scaled: DMSO 0%, 113 µM cGMP 100%; activation, % at 11.4 µM; actives 0.083% (n = 340,000); AID 504707, 2011;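 active = percent activation above the mean of all tested compounds plus 3 SD, cut at about 19% in these data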;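 also: higher means more PKAc released from R1A so a rise in polarization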
# AddAB inh – growth inhibition of E. coli expressing H. pylori AddAB, primary screen, AddAB inhibitor project, absorbance. inhibition, % at 11.9 µM. actives 0.29% (n = 330,000). AID 435030, 2010; in the data active = inhibition above about 12%;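 also: 0% = vehicle wells of infected cells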
# SUMO Mot1 rescue – yeast Mot1-301 growth rescue at high temperature, primary screen, SUMOylation pathway inhibitor project, S. cerevisiae, ATP luminescence, 38.5C; S. cerevisiae Mot1-301 growth rescue; percent above DMSO median, 100 means doubled; growth rescue, % at 18.8 µM; actives 1% (n = 320,000);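 active = every valid replicate shows activation above 250% relative to neutral control wells; inactive = the rest, any valid replicate at or below 250%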;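 also: OY570 slx delta 5 strain wells were the positive control but not used for scaling; some compounds called inactive have numbers as strong as hits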
# Arrestin-AP2 inh – inhibitors of beta-arrestin/AP2 binding, primary screen, biochemical, GPCR trafficking, flow cytometry; beta-arrestin 1 C-terminal peptide binding to AP2 beta2-adaptin appendage (human); inhibition, % at 10 µM; AID 504490, 2011; FITC-arrestin peptide / GST-AP2 beads; AP2 beta2 appendage carries R879A mutation; actives 0.31% (n = 340,000);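 active = inhibition above a set limit, near 3 SD of compounds lacking own fluorescence, cut at about 54% in these data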;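 also: plate controls were DMSO wells for no effect and 5 µM unlabelled arrestin peptide for full effect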
#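 test system = AP2 appendage R879A on GSH beads | buffer or medium = PBS plus Tween 20 (0.05%) and BSA (0.1%) | incubation = 12 min plus 1 h, RT | detection = bead flow cytometry, FITC channel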
# Tat transport – E. coli Tat export inhibitors, primary screen, MC4100, TorA-mCherry reporter, fluorescence, single point; inhibition, % at 10 µM; actives 0.036% (n = 340,000); AID 488895, 2010;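 active = mean replicate inhibition at least 50% and at least half of replicates individually reaching 50%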;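 also: exported cargo escapes ClpAP degradation while cytoplasmic cargo is degraded and loses fluorescence; 0% = median of neutral control wells and 100% = median of NaSCN control wells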
# DSG3 Ab inh – inhibitors of pemphigus antibody binding to DSG3, primary screen, biochemical, bead-based, flow cytometry, scFv-GFP; Desmoglein-3 (Homo sapiens), P32926; DSG3-coupled beads, scFv-anti-DSG3-GFP binding; stronger effect = lower value; binding (percent of control), % at 10 µM; actives 0.48% (n = 310,000);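 active = binding more than 3 SD below its plate's average and above zero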;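 also: hits lower antibody fragment binding to DSG3; some compounds called inactive have numbers as strong as hits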
# MOR-DOR inv ag – inverse agonists of MOR-DOR heterodimerization, primary screen, cell-based, luminescence | Mu-type opioid receptor (Homo sapiens) + Delta-type opioid receptor (Homo sapiens), … | cell-based MOR-DOR heterodimer luminescence, inverse agonism | inhibition, % at 9.3 µM | actives 0.21% (n = 340,000); in the data active = inhibition above about 22%, passing the limit was not always enough;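 also: 0% = cells with DMSO and 100% = wells without cells with DMSO; values of inactives mirror those of a sister screen read the other way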
# Target sequence (P35372 whole entry, looked up): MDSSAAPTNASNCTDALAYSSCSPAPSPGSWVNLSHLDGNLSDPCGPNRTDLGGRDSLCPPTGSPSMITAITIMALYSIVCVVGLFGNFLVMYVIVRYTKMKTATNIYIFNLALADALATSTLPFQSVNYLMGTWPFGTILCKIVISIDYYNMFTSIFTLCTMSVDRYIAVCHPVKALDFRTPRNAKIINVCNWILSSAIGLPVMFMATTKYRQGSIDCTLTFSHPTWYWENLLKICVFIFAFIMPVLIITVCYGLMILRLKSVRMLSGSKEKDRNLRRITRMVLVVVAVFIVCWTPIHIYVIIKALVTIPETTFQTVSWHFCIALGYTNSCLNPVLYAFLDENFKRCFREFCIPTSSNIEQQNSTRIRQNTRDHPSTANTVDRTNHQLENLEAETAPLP
# Target sequence (P41143 whole entry, looked up): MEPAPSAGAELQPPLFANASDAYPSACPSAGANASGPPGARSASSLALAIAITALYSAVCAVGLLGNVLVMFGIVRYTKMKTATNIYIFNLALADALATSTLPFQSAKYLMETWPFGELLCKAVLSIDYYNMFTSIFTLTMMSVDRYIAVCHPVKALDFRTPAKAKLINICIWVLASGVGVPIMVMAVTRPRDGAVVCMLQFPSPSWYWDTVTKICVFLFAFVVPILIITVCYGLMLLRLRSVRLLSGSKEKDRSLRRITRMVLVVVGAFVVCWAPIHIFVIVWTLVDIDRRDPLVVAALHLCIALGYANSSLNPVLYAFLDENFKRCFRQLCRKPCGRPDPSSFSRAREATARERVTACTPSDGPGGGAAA
# OPRM1-OPRD1 ag – agonists of OPRM1-OPRD1 heterodimerization, primary screen, cell-based, luminescence; Mu-type opioid receptor (Homo sapiens) + Delta-type opioid receptor (Homo sapiens), …; cells; activation, % at 9.3 µM; actives 0.3% (n = 340,000); AID 504326, 2011; in the data active = activation above about 18%;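 also: 0% = vehicle-treated cells and 100% = reference agonist; values of inactives mirror those of a sister screen read the other way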
# phage Ecoli inh – growth loss of phage-infected E. coli, primary screen, RecBCD inhibitor project, absorbance, with phage, HTS. inhibition, % at 11.9 µM. actives 0.26% (n = 360,000). AID 651602, 2012; in the data active = inhibition above about 11%
# PfHsp90 set2 – growth inhibition of PfHsp90-expressing yeast, primary screen, antimalarial PfHsp90 inhibitor project, S. cerevisiae, BacTiter-Glo luminescence, single point, set 2 | BacTiter-Glo ATP, 48 h; yeast lacking PDR1 and PDR3 efflux regulators | actives 0.32% (n = 310,000) | inhibition, % at 9.4 µM;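 active = every replicate shows inhibition above about 80%, whatever the replicate mean, limit read from the data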;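 also: 0% = DMSO neutral controls and 100% = 20 µM radicicol positive controls; yeast relying on Plasmodium falciparum Hsp90 in place of its own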
# Numbers without * were called inactive; x = not tested or not shown. Compounds as they come; 2.8% or so of the library scored in one or more.
SMILES,Ecoli viability,PKA-R1A activ,AddAB inh,SUMO Mot1 rescue,Arrestin-AP2 inh,Tat transport,DSG3 Ab inh,MOR-DOR inv ag,OPRM1-OPRD1 ag,phage Ecoli inh,PfHsp90 set2
Cc1nc(-c2ccccc2)sc1-c1nc(-c2ccncc2)ncc1S(=O)(=O)c1ccccc1,0.7,-14,-0.1,13,-7,9,x,11,-2.1,1.6,7
CCC(=O)Nc1ccc(S(=O)(=O)N2CCC(c3nc4ccccc4[nH]3)CC2)cc1,-1.3,7,-2.6,-1,-7,-3,104,9,-1.6,1.2,12
CCCn1nnc(NC(=O)COc2ccc(CC)cc2)n1,-0.8,2,3.3,22,3,-1,158,8,-1.5,2.8,5
COc1ccc(CC(=O)N2N=C(C)CC2(O)C(F)(F)F)cc1OC (stereo not drawn),-1.1,2,2.9,-5,4,-6,104,12,-2.2,2.0,33
CC(COc1ccc(/C=C/c2ccccc2)cc1)[N+](C)(C)C (stereo not drawn),0.5,-2,-0.2,x,9,-1,100,8,-1.5,4.5,13
O=C(C1CCCN1S(=O)(=O)c1cccc2nsnc12)N1CCN(c2ccc(F)cc2)CC1 (stereo not drawn),-4.3,-17,2.9,x,-2,2,98,13,-2.5,2.4,-10
Cn1cc(S(=O)(=O)N2CCc3ccccc32)cc1C(=O)Nc1ccc(Cl)cc1,-2.7,-6,0.3,-9,-2,-5,103,-34,5.8,2.8,-1
CCOC(=O)c1c(NC(=O)c2ccccc2)sc2c(O)c(CN(CC)CC)ccc12,-2.2,-8,0.5,x,6,7,98,2,-0.4,5.0,x
Cc1ccc(C(=O)N/C(=C\c2cccc([N+](=O)[O-])c2)C(=O)NC(Cc2ccccc2)C(=O)O)cc1 (stereo not drawn),0.5,-4,3.0,-4,6,2,99,17,-3.0,-0.7,-19
OC(CNCC1CCCO1)Cn1c2ccccc2c2ccccc21 (stereo not drawn),-1.4,-6,2.6,-18,0,-5,110,2,-0.4,2.3,-9
Cc1cc(O)c(C(C)C)cc1NC(=O)Nc1ccc([N+](=O)[O-])cc1,x,-8,x,x,36,3,x,1,-0.3,3.3,0
CCCn1c(SCc2ccc(Cl)cc2)nc2c1c(=O)[nH]c(=O)n2C,0.9,0,0.9,1,-2,9,x,-9,2.2,3.7,-21
O=C(Nc1ccc2ccccc2c1)NC1CCS(=O)(=O)C1 (stereo not drawn),-1.7,1,0.3,6,-5,0,96,11,-2.2,4.1,-12
COc1ccc(OC)c(C(O)c2nc3ccccc3n2C(C)C)c1 (stereo not drawn),2.8,-6,-1.5,304*,13,1,97,3,-0.6,1.4,23
CCOC(=O)CCNC(=O)N1CCCC(CCC(=O)N(C)CCc2ccccn2)C1 (stereo not drawn),-0.9,-2,-0.3,-18,9,-12,102,15,-3.0,2.0,-18
COc1ccc(NC(=O)CSc2nncn2N)c(OC)c1,3.3,-12,6.2,-20,3,4,112,4,-0.8,2.9,3
COc1cc(C)nc(N(Cc2ccccc2)S(=O)(=O)c2ccccc2)n1,1.1,-12,4.5,399,-5,9,102,8,-1.6,2.2,-13
Cc1cc(NC(=O)C(C)SCC(=O)OCC(=O)N(Cc2ccccc2)C(C)(C)C)no1 (stereo not drawn),-1.4,-13,0.9,48,21,0,103,3,-0.5,1.2,-1
O=C(O)CCn1[nH]c(=O)c2ccccc2c1=O,-2.0,-7,-2.7,309,-3,-1,104,16,-2.8,1.7,12
CS(=O)(=O)C1=NN2C(=N)/C(=C\c3ccc(OC(=O)c4ccco4)cc3)C(=O)N=C2S1,-3.8,-3,1.1,23,42,-7,102,16,-3.1,0.6,0
CCOc1ccc(S(=O)(=O)NCC(c2ccc3c(c2)OCO3)N2CCN(C)CC2)cc1 (stereo not drawn),-0.5,-18,-2.0,7,7,0,100,-2,0.3,1.6,-7
O=C1CC(N(O)c2ccccc2)C(=O)N1Cc1ccccc1 (stereo not drawn),2.5,-5,3.1,-1,4,4,102,14,-2.8,2.3,-6
O=C1CCCN1c1ccc(S(=O)(=O)NCc2ccco2)cc1,0.8,3,2.5,-18,0,-3,96,6,-1.1,3.0,8
Cc1ccc(C(=O)N2CC(=O)NC(=O)C2)cc1,1.3,-1,0.8,-6,-2,15,117,-4,0.8,0.1,-7
CC1CN(C(=O)/C=C/c2ccc([N+](=O)[O-])s2)CC(C)O1 (stereo not drawn),3.0,-4,4.2,-11,-5,-1,100,-3,0.6,2.9,16
N#CCCN(Cc1cccnc1)C(=S)Nc1ccc(OC(F)F)cc1,2.6,10,5.8,335,16,-2,105,4,-0.9,4.5,-17
O=C(Cn1c(C(F)(F)F)nc2ccccc21)N/N=C/c1ccco1,0.2,-10,0.2,-5,-7,-5,96,x,x,3.1,9
CCOC(=O)c1nc(Nc2ccc(Nc3ccccc3)cc2)c2ccccc2n1,x,-4,x,x,-9,11,99,-15,2.9,0.5,-10
COc1ccc(NC(=O)CSc2nc3ccccc3nc2N2CCOCC2)c(OC)c1,1.0,-4,-2.1,1,6,9,114,7,-1.3,2.4,-5
CCC(CC)C(=O)Nc1ccc(Cl)c(Cl)c1,1.6,0,4.9,2,-7,-3,x,-4,0.9,2.5,-80
CN(C)c1ccc(/C=C/C=N/Nc2nc(N3CCOCC3)nc(N3CCOCC3)n2)cc1,1.4,3,0.2,x,17,8,110,0,-0.1,3.3,2
CCOC(=O)C1=C(C)NC(SCC(=O)O)=C(C#N)C1c1ccco1 (stereo not drawn),1.4,-13,0.7,x,24,-3,80,-6,1.0,3.8,0
COc1ccccc1NC(=O)COC(=O)c1ccc2c(c1)nc(C)n2-c1ccccc1,1.1,-11,0.8,70,-10,5,127,6,-1.0,2.0,4
c1ccc(C2c3[nH]c4ccccc4c3CCN2Cc2cccn2-c2cccnc2)nc1 (stereo not drawn),2.3,-4,2.5,10,-14,0,109,-3,0.5,4.7,16
CCOC(=O)C1CCN(S(=O)(=O)c2c(C)noc2C)CC1,2.1,6,3.4,278,49,-3,107,1,-0.4,-0.3,10
CCCCNc1c([N+](=O)[O-])cc(C(=O)O)cc1[N+](=O)[O-],0.5,-7,-0.8,x,8,2,98,4,-0.8,2.6,-8
Nc1cc(=O)[nH]c(=O)n1CCCc1ccccc1,-1.5,-1,-2.6,28,-10,3,112,17,-3.4,-1.7,-23
COc1ccc(NC(=O)c2cc(S(=O)(=O)N3CCCCC3)c[nH]2)cc1,-0.1,-4,0.9,-22,20,5,100,-5,0.9,1.9,-12
O=C(O)[C@H](Cc1ccccc1)NC(=O)N1CCOCC1,-2.5,7,1.2,30,6,-2,104,0,0.0,1.5,-2
Cc1ccccc1NC(=O)C1CCCN(C(=O)NCc2ccccc2)C1 (stereo not drawn),1.6,-4,2.4,-5,1,1,x,5,-0.8,1.8,5

# Sorted by SMILES length (rising): five of the compounds above.
SMILES,Ecoli viability,PKA-R1A activ,AddAB inh,SUMO Mot1 rescue,Arrestin-AP2 inh,Tat transport,DSG3 Ab inh,MOR-DOR inv ag,OPRM1-OPRD1 ag,phage Ecoli inh,PfHsp90 set2
O=C(O)[C@H](Cc1ccccc1)NC(=O)N1CCOCC1,-2.5,7,1.2,30,6,-2,104,0,0.0,1.5,-2
N#CCCN(Cc1cccnc1)C(=S)Nc1ccc(OC(F)F)cc1,2.6,10,5.8,335,16,-2,105,4,-0.9,4.5,-17
COc1ccc(NC(=O)CSc2nc3ccccc3nc2N2CCOCC2)c(OC)c1,1.0,-4,-2.1,1,6,9,114,7,-1.3,2.4,-5
CCCCNc1c([N+](=O)[O-])cc(C(=O)O)cc1[N+](=O)[O-],0.5,-7,-0.8,x,8,2,98,4,-0.8,2.6,-8
CN(C)c1ccc(/C=C/C=N/Nc2nc(N3CCOCC3)nc(N3CCOCC3)n2)cc1,1.4,3,0.2,x,17,8,110,0,-0.1,3.3,2

# Next section:
SMILES,Ecoli viability,PKA-R1A activ,AddAB inh,SUMO Mot1 rescue,Arrestin-AP2 inh,Tat transport,DSG3 Ab inh,MOR-DOR inv ag,OPRM1-OPRD1 ag,phage Ecoli inh,PfHsp90 set2
CCN(CC)CC(=O)Nc1scc2c1c(=O)oc1ccccc12,0.3,4,-0.9,60,-2,-8,121,-4,0.9,0.5,2
COc1ccc(C(CCN2CCCC2)c2c(OC)cc(OC)c3c(-c4ccccc4)cc(=O)oc23)cc1 (stereo not drawn),-0.3,-2,-1.1,-7,1,12,103,7,-1.2,-0.8,4
Cc1nn(C)c(Cl)c1C(=O)NC(C(=O)O)c1ccccc1 (stereo not drawn),0.2,8,4.0,0,-5,-2,99,4,-0.7,3.5,-29
C=C(C)CSc1nnc([C@@H]2CCCN2)o1,1.5,-7,2.9,-4,11,-10,x,10,-1.9,3.2,-17
COc1ccc(CCNC(=O)Cn2c(=O)n(-c3ccc(C)c(F)c3)c(=O)c3sccc32)cc1OC,-0.8,9,0.0,-24,23,7,99,-10,1.8,-0.6,-60
C=CCC[C@@H](Cc1ccc(F)cc1)C(=O)OCCNC(=O)[C@@H](CC=C)CC(=O)N[C@@H](CO)Cc1ccccc1,-2.9,-2,1.2,-7,23,-10,97,5,-1.0,1.6,4
CC(C)=CCN1CCN(Cc2cccc3c2OCO3)CC1CCO (stereo not drawn),1.3,5,-0.4,8,-6,-3,96,4,-0.9,3.6,23
Cc1cc2nn(-c3ccc(F)cc3)nc2cc1N,0.0,4,1.0,-1,19,-1,125,-18,3.5,0.3,-20
CCOC(=O)Cc1nnc(NC(=O)C(CC)Sc2nncn2C)s1 (stereo not drawn),-1.9,9,-0.2,-9,21,1,96,7,-1.2,4.3,30
CCOc1ccc(S(=O)(=O)Nc2ccc(C(=O)NCC(c3ccccc3)N(C)C)cc2)cc1 (stereo not drawn),-2.0,5,-1.6,-6,-6,3,121,9,-1.6,2.3,-7
COc1ccc(/C=N/NC(=O)Nc2cccc3nsnc23)cc1,-1.7,10,3.7,-7,2,8,101,10,-2.0,2.7,-11
C/C(=N\N=C1\NC(=O)CC(C(=O)O)S1)c1ccc(F)cc1 (stereo not drawn),-0.2,3,2.1,-4,44,-2,100,-4,0.8,4.5,-2
CC(C)C(NC(=O)c1ccc(Cl)cc1)C(=O)NCC1CCCO1 (stereo not drawn),2.5,-3,3.9,3,-4,1,102,0,-0.1,1.0,-33
Cc1sc2c(c1C)C(=O)/C(=C\Nc1ccncc1)S(=O)(=O)N2C,-0.9,8,2.0,1,1,3,98,16,-3.1,2.4,5

# Source: PubChem (several laboratories)
